PAFAH2 FP inh – PAFAH2 (human) inhibition; Q99487; recombinant PAFAH2, FP-rhodamine activity probe, fluorescence polarization; inhibition, % at 3.39 µM; hit rate 0.99% among 340,000;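 active = inhibition above the mean over all tested compounds plus 3 SD, cut at about 30% in these data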;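 note: inhibitors block probe labeling of enzyme so polarization drops; 0% = enzyme with DMSO and 100% = wells lacking PAFAH2 protein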
PAFAH1B3 inh – inhibitors of human PAFAH1B3; Q15102; recombinant PAFAH1B3, FP-rhodamine probe, fluorescence polarization; inhibition, % at 3.39 µM; hit rate 0.28% among 340,000; AID 492972;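 active = inhibition above the screen-wide average of all tested compounds plus 3 SD, cut at about 25% in these data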;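 note: 0% = enzyme with DMSO only and 100% = wells lacking PAFAH1B3 protein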
LYPLA1 counter – blocks human lysophospholipase 1, a PME1 counter-screen; recombinant LYPLA1, FP-Rh probe fluorescence polarization; O75608; AID 2174; inhibition, % at 5.9 µM; hit rate 0.16% among 320,000;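 active = inhibition above the mean of all tested compounds plus 3 SD, set per campaign, cut at about 14% in these data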;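 note: inhibitors block serine hydrolase probe labeling of LYPLA1 so polarization falls; 0% = enzyme with DMSO and 100% = wells lacking LYPLA1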
PAD4 FP inh – inhibitors of human PAD4. Q9UM07. recombinant PAD4, RCA probe fluorescence polarization. inhibition, % at 6.36 µM. hit rate 0.41% among 330,000. AID 485272;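 active = percent inhibition above a cutoff equal to the mean of all tested compounds plus 3 SD, cut at about 15% in these data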;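 note: 0% = PAD4 with RCA probe and DMSO and 100% = probe without PAD4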
Target sequence (Q9UM07 whole entry, looked up): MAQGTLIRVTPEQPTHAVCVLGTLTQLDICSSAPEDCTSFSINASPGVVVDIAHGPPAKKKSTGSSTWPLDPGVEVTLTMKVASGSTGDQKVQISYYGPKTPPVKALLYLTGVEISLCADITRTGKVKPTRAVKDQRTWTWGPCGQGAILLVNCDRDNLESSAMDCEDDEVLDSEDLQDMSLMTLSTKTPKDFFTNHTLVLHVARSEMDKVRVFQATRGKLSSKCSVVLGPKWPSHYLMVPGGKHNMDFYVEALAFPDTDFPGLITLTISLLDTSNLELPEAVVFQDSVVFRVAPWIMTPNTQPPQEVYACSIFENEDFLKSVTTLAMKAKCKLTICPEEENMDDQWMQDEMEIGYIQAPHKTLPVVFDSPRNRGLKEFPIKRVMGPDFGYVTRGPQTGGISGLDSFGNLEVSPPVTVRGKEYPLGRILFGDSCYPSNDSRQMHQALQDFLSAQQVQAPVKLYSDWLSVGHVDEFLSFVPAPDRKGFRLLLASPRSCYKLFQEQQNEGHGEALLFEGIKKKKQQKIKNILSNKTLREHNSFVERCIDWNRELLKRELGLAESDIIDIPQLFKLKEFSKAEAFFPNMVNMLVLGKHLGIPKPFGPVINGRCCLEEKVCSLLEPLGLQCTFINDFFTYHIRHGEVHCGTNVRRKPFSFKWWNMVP
LYPLA2 counter – blocks human lysophospholipase 2, a PME1 counter-screen. inhibition, % at 5.9 µM. recombinant LYPLA2, FP-Rh probe fluorescence polarization. O95372. hit rate 0.38% among 320,000;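 active = inhibition above the screen-wide mean plus 3 SD, limit set per campaign, cut at about 26% in these data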;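 note: 0% = LYPLA2 with DMSO and 100% = wells lacking LYPLA2 enzyme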
EBNA-1 inhibitor – blocks EBNA-1 binding to DNA; EBNA-1 DNA binding, fluorescence polarization; inhibition, % at 14.8 µM; hit rate 0.34% among 300,000; in the data active = inhibition above about 28%
GSTO1 counter – counter-screen for RBBP9 inhibitors: inhibitors of human GSTO1. P78417. recombinant GSTO1, activity-based probe fluorescence polarization. inhibition, % at 5.96 µM. hit rate 1.1% among 300,000;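 active = inhibition above the campaign mean inhibition plus 3 SD, cut at about 35% in these data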;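 note: 0% = GSTO1-1 with DMSO and 100% = wells lacking GSTO1-1 enzyme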
Target sequence (P78417 whole entry, looked up): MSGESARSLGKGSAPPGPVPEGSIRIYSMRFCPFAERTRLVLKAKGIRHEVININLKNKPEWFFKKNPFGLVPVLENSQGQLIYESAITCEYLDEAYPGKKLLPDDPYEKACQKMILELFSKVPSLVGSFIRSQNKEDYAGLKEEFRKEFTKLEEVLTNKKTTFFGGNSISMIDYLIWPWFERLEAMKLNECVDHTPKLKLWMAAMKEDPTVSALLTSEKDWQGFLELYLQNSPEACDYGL
ZTA DNA inh – blocks Epstein-Barr virus ZTA, an EBNA-1 counter-screen; P03206; ZTA-DNA binding, fluorescence polarization; inhibition, % at 11 µM; hit rate 0.15% among 320,000; AID 2234; in the data active = inhibition above about 33%
PREPL inhibitor – human PREPL enzyme inhibition | Q4J6C6 | recombinant PREPL, fluorescence polarization activity-based probe | inhibition, % at 5.96 µM | hit rate 0.68% among 320,000; in the data active = inhibition above about 43%;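 note: 0% = enzyme with DMSO and 100% = wells lacking enzyme; many of its hits are not listed in these tables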
* = called active by the depositor; x = not tested or not shown. Some of the compounds tested; rates above refer to the full screens.

SMILES	PAFAH2 FP inh	PAFAH1B3 inh	LYPLA1 counter	PAD4 FP inh	LYPLA2 counter	EBNA-1 inhibitor	GSTO1 counter	ZTA DNA inh	PREPL inhibitor
COc1ccc(C2CC(=O)N3CN(c4ccccc4F)CSC3=C2C#N)cc1OC (stereo not drawn)	6	10	-4	3	0	-11	-1	10	6
Brc1ccccc1/C=N/Nc1ccc2ccccc2n1	-5	7	-1	0	-3	12	2	2	37
CCCCN(CCCNC(=O)c1ccc2nc(N3CCOCC3)sc2c1)Cc1ccccc1	-9	-8	0	-1	-2	-10	1	-2	12
COc1ccc(C2(CNC(=O)CCC(=O)O)CCCC2)cc1OC	2	6	-5	2	-7	-3	2	11	4
O=C(CSc1n[nH]c(=O)[nH]c1=O)N1CCCCCC1	3	4	0	1	3	1	-4	-4	-8
COc1ccccc1N1CCN(C2CC(=O)N(C)C2=O)CC1 (stereo not drawn)	6	9	0	-1	-3	8	7	6	14
Cc1cc(C(C)(C)C)oc1C(=O)N(CC(=O)NC1CCCC1)c1c(C)cccc1C	8	5	-1	-4	-4	-1	-2	-24	19
Cc1ccccc1C(O)c1cccnc1 (stereo not drawn)	4	2	2	3	4	-2	-2	-8	2
Cc1cc(C)cc(N(C(=O)c2csnn2)C(C(=O)NC2CCCCC2)c2ccncc2)c1 (stereo not drawn)	-5	-6	2	-2	2	7	7	-18	3
CC(C)Cc1nnc(NC(=O)CCC(=O)N2CCN(Cc3ccc(F)cc3)CC2)s1	4	2	0	5	-4	-11	-5	-4	-4
CC1=NN(C(N)=S)C(=O)C1N=Nc1ccccc1Cl (stereo not drawn)	5	3	0	0	0	7	12	-4	2
COc1ccc(S(=O)(=O)N(CC(=O)NC2CCCC2)c2ccccc2OC)cc1	-1	8	4	2	16	14	2	4	12
COCc1[nH]nc2c1C(c1ccccc1F)C(C#N)=C(N)O2 (stereo not drawn)	-5	-6	0	-3	-6	-1	6	1	21
COC(=O)C1=C(C)Nc2ccc(C)cc2S1	1	3	2	4	-4	-17	3	-19	12
CC1(NC(=O)Nc2ccccc2)CCS(=O)(=O)C1 (stereo not drawn)	x	x	1	-4	3	1	2	-2	-4
O=C(CNC(=O)c1cccs1)c1ccc([N+](=O)[O-])cc1	2	4	1	1	1	-10	6	5	0
O=C(CSc1ccc2ccccc2c1)Nc1nc2ccccc2[nH]1	8	3	-4	-5	-4	11	-2	-2	-46
Cc1ccc2nc(CSc3nc(C)ccc3C#N)[nH]c2c1	3	3	-6	-2	4	5	-2	7	27
CCN1CCN(CCNC(=O)c2ccc3c(c2)N(Cc2ccc(F)cc2)C(=O)/C(=C/c2ccccc2)S3)CC1	-18	-1	-14	-1	-18	-1	-12	24	-18
CC1Cc2ccccc2N1C(=O)Cn1cc([N+](=O)[O-])ccc1=O (stereo not drawn)	-5	2	x	-1	x	x	x	x	-7
COC(=O)c1sccc1NC(=O)COc1ccc(Cl)cc1Cl	-2	6	2	-4	1	-2	0	0	-4
Cc1ccc(C2CC(=O)NC(SCc3ccccc3)=C2C#N)o1 (stereo not drawn)	14	10	4	1	9	4	-20	-5	4
CCOC(=O)C1CCN(C(=O)/C(=C/c2ccccc2)NC(=O)c2ccccc2)CC1	-4	12	-3	0	2	-2	2	4	15
NS(=O)(=O)c1ccc(CCNC(=O)C2CCN(S(=O)(=O)c3c(Cl)cccc3Cl)CC2)cc1	6	1	-3	1	-8	-3	0	4	-8
CC(C)CN(C(=O)CSc1nc2ccccc2o1)c1c(N)n(Cc2ccccc2)c(=O)[nH]c1=O	4	5	-3	-6	-1	x	x	1	1
COc1c(F)c(F)c(C(=O)Nc2ccc3oc(-c4ccncc4)nc3c2)c(F)c1F	-6	-3	-4	-7	-2	-8	4	4	-9
Cc1ccc2c(=O)cc(C(=O)Nc3ccc(S(=O)(=O)Nc4onc(C)c4C)cc3)oc2c1	-4	3	0	-1	2	-12	5	-12	7
CCc1c(C)nc(SC/C=C/c2ccccc2)[nH]c1=O	-3	4	-2	-2	2	2	-20	-13	3
CCCNC(=O)CN(C)S(=O)(=O)c1c(C)cc(C)cc1C	2	2	-1	1	3	0	-7	0	-9
CN(CC(=O)NCc1ccco1)CC(=O)Nc1ccc(F)c(F)c1F	-5	6	x	-5	x	x	x	x	10

Brought forward from above: 4 entries, followed by the next part.
SMILES	PAFAH2 FP inh	PAFAH1B3 inh	LYPLA1 counter	PAD4 FP inh	LYPLA2 counter	EBNA-1 inhibitor	GSTO1 counter	ZTA DNA inh	PREPL inhibitor
Cc1ccc2c(=O)cc(C(=O)Nc3ccc(S(=O)(=O)Nc4onc(C)c4C)cc3)oc2c1	-4	3	0	-1	2	-12	5	-12	7
CCc1c(C)nc(SC/C=C/c2ccccc2)[nH]c1=O	-3	4	-2	-2	2	2	-20	-13	3
CCCNC(=O)CN(C)S(=O)(=O)c1c(C)cc(C)cc1C	2	2	-1	1	3	0	-7	0	-9
CN(CC(=O)NCc1ccco1)CC(=O)Nc1ccc(F)c(F)c1F	-5	6	x	-5	x	x	x	x	10
O=C(N/N=C/c1cn(-c2ccccc2)nc1-c1cccnc1)c1ccc(F)cc1	-4	1	-3	-3	4	5	-5	10	-10
CCn1cc(C(=O)N2CCN(c3ccc(F)cc3)CC2)c2cc(OC)c(OC)cc2c1=O	-3	-1	1	8	-2	2	1	7	12
CC(NS(=O)(=O)OCC(Cl)(Cl)Cl)c1ccc(Br)cc1 (stereo not drawn)	4	7	1	-2	5	11	5	1	-5
c1ccc2sc(NC3=NCN(CC4CCCO4)CN3)nc2c1 (stereo not drawn)	-4	12	2	4	4	10	22	-9	30
CC(/C=N\NC(=O)c1ccc(C)nc1)=C\c1ccccc1	-6	2	4	-6	0	-15	-2	3	5
Cc1cccc2cc(C(c3nnnn3CC3CCCO3)N3CCOCC3)c(=O)[nH]c12 (stereo not drawn)	3	3	1	-1	0	3	7	-14	4
CCC(=O)Nc1cccc(C(=O)/C=C/c2ccc(F)cc2)c1	1	-5	-4	-3	-5	1	-5	-10	-3
COc1cccc(NC(=O)/C=C/c2ccccc2[N+](=O)[O-])c1	1	-2	1	-1	4	10	-1	-10	13
CCOC(=O)CC(=O)CSc1nc2c(c(C)c1C#N)CCC2	0	1	4	0	1	-3	21	-3	6
Cc1c(N=C2SCC(=O)N2/N=C/c2ccccc2Cl)c(=O)n(-c2ccccc2)n1C	5	10	0	-6	8	-5	0	-12	14
Cc1ccc(OCc2nnc(SCC(=O)CC(=O)Nc3ccccc3)o2)cc1	-2	2	-8	-11	-3	3	15	-22	1
CCC(CC)=N/N=C/c1c(O)n(CC)c2cc(C3=NNC(=O)CC3)ccc12	-6	6	-1	-7	5	-2	9	11	4
NC1=NC(=O)S/C1=C\c1ccc(O)cc1	7	-1	-4	0	0	-13	9	-10	2
NC(=O)c1ccccc1N/C=C/C(=O)c1ccco1	-2	4	-2	-6	-8	-12	13	4	8
Cc1ccc(C(=O)Nn2cnc3scc(-c4cccs4)c3c2=O)c(O)c1	8	9	-2	-6	4	3	16	-7	32
CC1O[C@@H]2O[C@](O[C@H](C)CC[C@@H](C)O)(c3ccccc3)O[C@@H]2C[C@H]1O (stereo partly drawn)	2	2	-1	2	-4	10	6	10	5
COc1ccc(C(=O)/C=C2/C(=O)Nc3ccccc32)cc1OC	10	-1	-1	3	5	3	3	-11	-1
COC(=O)CCCC(=O)N1CCCC(CCC(=O)NCc2ccc(F)c(F)c2)C1 (stereo not drawn)	-1	15	3	-7	4	-11	5	-19	4
Cc1cccc(C(=O)NCc2nnc(SCC(=O)NC3=NCCS3)n2C)c1	13	-4	-3	4	-4	9	1	-3	22
COc1ccc(C(=O)NCCCNC(=O)c2cc3ccccc3[nH]2)cc1OC	1	12	-2	-2	-2	-3	2	-5	-1
Cc1sc2ncnc(N3CCC(C(=O)Nc4ccc(F)cc4Cl)CC3)c2c1C	7	8	-3	1	-1	x	x	9	27
CCN(CC)S(=O)(=O)c1ccc(C(=O)N2CCc3ccccc32)cc1	11	4	-1	3	-2	-15	0	-23	-1
Cc1ccc(NC(=O)c2noc3c2CC(C(C)(C)C)CC3)cc1 (stereo not drawn)	-7	4	-1	1	-4	-1	-1	6	2
CCCCCOC(=O)Nc1ccc(S(=O)(=O)Nn2cnnc2)cc1	-4	-10	6	2	15	3	4	-3	17
CC(C)(C)OC(=O)C1C(=O)CC(C)(O)C(C(=O)OC(C)(C)C)C1c1cccnc1 (stereo not drawn)	-7	-5	-1	1	-2	9	-5	10	4
CS(=O)(=O)c1ccc(-c2sc3cc4c(cc3c2C(=O)NN2CCOCC2)OCO4)cc1	2	0	x	-3	x	x	x	x	31
Cn1c(=O)c2[nH]c(N3CCOCC3)nc2n(-c2ccccc2)c1=O	8	0	1	-11	-1	0	3	7	-6
Cc1nc(C)c(-c2ccc(SCc3ccccc3C)nn2)s1	16	13	1	0	5	-7	-4	2	28
COc1ccc(CC(=O)Nc2c3c(nn2-c2ccccc2C)CS(=O)C3)cc1 (stereo not drawn)	-2	-1	-3	3	3	0	0	-3	3
COc1ccc(S(=O)NC2CCCCC2)c(OC)c1C (stereo not drawn)	-9	4	3	2	-14	3	7	5	-3
CC(OC(=O)CNC(=O)c1ccc(Cl)cc1)C(=O)NC1CCCCC1C (stereo not drawn)	-6	5	1	-1	-6	-2	-4	-4	-8
Nc1nc2ccccc2n1CCOc1ccccc1Cl	1	3	-1	-4	-4	10	-2	6	6
C[C@H]1C=C(C(=O)N2CCN(Cc3ccc4c(c3)OCO4)CC2)O[C@@H](OCc2ccc(CO)cc2)C1	-6	0	0	-1	6	-2	3	-5	25
COc1ccccc1-c1c(NC(=O)c2ccco2)n(C)c2ccccc2c1=O	x	x	2	-4	6	6	7	-2	0
COc1ccccc1NC(=O)/C(=N/OCc1ccc(F)cc1)C(C)=O	3	-8	-1	-2	0	7	-4	1	-5
CC1(c2nnc(Cc3ccccc3)o2)CC(c2ccc([N+](=O)[O-])cc2)=NO1 (stereo not drawn)	-1	-9	1	3	2	5	4	-4	-62
CC[C@@]1(C(=O)OC)N[C@H](CN(C)C(=O)Nc2ccc(C)cc2)[C@@H]2C(=O)N(C)C(=O)[C@@H]21	11	6	x	0	x	x	x	x	5
C[C@H](NC(=O)[C@@H]1CSC2c3ccccc3C(=O)N21)C(=O)NC1CCCC1 (stereo partly drawn)	1	10	-1	0	-2	0	-1	9	-6
CCC(=O)N1CCN(c2ccc(NC(=O)COc3ccc(C)cc3C)cc2)CC1	8	2	4	-3	-1	-2	0	-24	42
O=C(Cn1ccc([N+](=O)[O-])n1)N1CCc2ccccc21	-7	8	6	1	1	-3	0	-17	18
O=C(N/C(=C\c1cccc([N+](=O)[O-])c1)C(=O)N1CCOCC1)c1cccc(Br)c1	3	7	0	10	-2	4	1	14	4
Cc1ccnc(NC(=O)c2cccc(NC(=O)c3ccccc3C)c2)c1	1	-1	-1	-1	-1	2	-2	1	-4
Cc1ccc(-c2cc(C(=O)Nc3ccc(S(=O)(=O)N4CC(C)OC(C)C4)cc3)[nH]n2)c(O)c1 (stereo not drawn)	-14	-8	-10	-4	18	6	-17	27	6
Cc1cc(C)c2nc(-c3cccnc3)cc(C(=O)Nc3ccc(S(=O)(=O)Nc4onc(C)c4C)cc3)c2c1	8	14	-4	-2	-2	-4	-3	2	13
COc1ccc2oc(-c3ccccc3)c(C(=O)O)c2c1	-6	11	1	2	4	5	5	-13	4
Cc1noc(-c2ccccc2)c1NC(=O)Nc1ccccc1	0	-3	-4	2	0	-5	11	4	-2
O=C(COc1ccc2ccccc2c1Br)Nc1cccnc1	-11	6	-10	-2	-3	4	-10	-7	-21
O=C(O)Cc1ccc(C(=O)c2ccc(F)cc2)s1	2	2	0	4	-2	2	-3	-12	5
